ATXN2 expr inh: inhibitors of ATXN2 expression | HEK-293 ATXN2-luciferase reporter, luminescence, 24 h | Potency, µM (series often up to 57 µM), without a hit: at the top dose activity change, negative = inhibition, usual class: inhibitors | actives 0.72% (n = 360,000); note: potency is the fitted concentration of half-maximal effect; % is set by controls: 0 for no effect and ±100 for the full control effect; nearly all actives have a fitted effect of over 55% in size
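ATXN2-luciferase reporter cells (luciferase flanked by upstream and downstream ATXN2 gene portions) were treated 24 h at 37 °C with compounds at up to 57 uM. SteadyGlo luminescence gave expression; GF-AFC fluorescence gave viability.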
Nrf2 inh: Nrf2 pathway inhibition; Potency, µM (top dose mostly 46 µM), without a hit: at the highest dose activity change, negative = inhibition, usual class: inhibitors; actives 2.1% (n = 360,000); A549 ARE-Fluc reporter, luciferase luminescence, 18-24 h; AID 504444; note: potency is the fitted concentration of half-maximal effect; % is set by controls: 0 for no effect and ±100 for the full control effect; nearly all actives have a fitted effect of over 60% in size
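A549 ARE_Fluc cells, 5000/well, 5% FBS OPTI-MEM; compounds in dose-response, 18-24 h at 37 °C/5% CO2; CellTiter-Fluor viability read (Ex 405/Em 525), then BugLite luciferase luminescence = Nrf2 activity.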
HepG2 viability: kills HepG2 cells in TGF-b inhibitor counter-screen; HepG2 CAGA-GFP viability, ATP luminescence, 18 h; Potency, µM (highest dose often 46.1 µM), without a hit: at the top dose activity change, negative = cytotoxicity, most hits filed as cytotoxic; actives 0.76% (n = 410,000); AID 588856; note: potency is the fitted concentration of half-maximal effect; some results filed as inactive show a strong effect at the top dose
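HepG2 CAGA-GFP cells (1000/well, DMEM with 1% FBS) received compound, then TGF-beta at 500 pg/mL final, and were incubated 18 hours at 37 degrees C. Viability was read by CellTiter-Glo luminescence. Media-only wells were set as complete cell-killing and DMSO as no toxicity.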
EPAC2 agonist: agonists of human EPAC2 (RAPGEF4). EPAC2 activation, biochemical qHTS; response scale: 100% = 6.5 mM cAMP response. actives 0.079% (n = 360,000). AID 720711. Q8WZA2. Potency, µM (highest dose often 154 µM), for the others: at the top dose activation, most hits filed as activators; note: potency is the fitted concentration of half-maximal effect; nearly all actives have a fitted effect of over 50% in size
Target sequence (Q8WZA2 whole entry, looked up): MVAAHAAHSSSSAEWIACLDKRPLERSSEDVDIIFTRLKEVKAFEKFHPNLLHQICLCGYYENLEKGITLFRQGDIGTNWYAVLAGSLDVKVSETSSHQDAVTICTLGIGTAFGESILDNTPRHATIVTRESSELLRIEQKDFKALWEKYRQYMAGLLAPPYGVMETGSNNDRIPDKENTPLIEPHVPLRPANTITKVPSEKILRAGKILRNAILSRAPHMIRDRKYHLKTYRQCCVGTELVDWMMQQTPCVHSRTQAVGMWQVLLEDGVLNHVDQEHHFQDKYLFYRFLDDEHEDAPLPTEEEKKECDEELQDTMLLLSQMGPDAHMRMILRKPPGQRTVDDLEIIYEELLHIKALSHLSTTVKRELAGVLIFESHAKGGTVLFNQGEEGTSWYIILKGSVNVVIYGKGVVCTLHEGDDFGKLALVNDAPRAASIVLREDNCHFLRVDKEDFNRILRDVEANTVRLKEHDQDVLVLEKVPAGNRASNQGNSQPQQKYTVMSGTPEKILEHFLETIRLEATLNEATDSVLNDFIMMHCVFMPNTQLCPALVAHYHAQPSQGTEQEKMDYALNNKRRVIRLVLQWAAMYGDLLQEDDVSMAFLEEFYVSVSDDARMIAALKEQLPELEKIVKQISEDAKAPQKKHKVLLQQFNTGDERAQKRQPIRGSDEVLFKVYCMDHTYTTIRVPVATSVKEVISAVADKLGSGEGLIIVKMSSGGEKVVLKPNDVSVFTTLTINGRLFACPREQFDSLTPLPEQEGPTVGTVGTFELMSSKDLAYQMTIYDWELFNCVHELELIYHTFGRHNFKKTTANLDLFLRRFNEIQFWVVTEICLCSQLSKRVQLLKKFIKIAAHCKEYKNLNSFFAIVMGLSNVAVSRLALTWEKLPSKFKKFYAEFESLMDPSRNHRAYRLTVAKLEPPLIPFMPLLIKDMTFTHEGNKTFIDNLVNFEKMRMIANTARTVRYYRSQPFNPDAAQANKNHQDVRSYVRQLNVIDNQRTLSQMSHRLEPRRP
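Fluorescence exchange assay: 100 nM EPAC2 with 250 nM RAP1B-BODIPY-GDP and 50 uM GDP; compounds tested as a concentration-titration series (qHTS). Loss of Rap1-bound BODIPY-GDP fluorescence read at 480/540 nm; data normalized to 6.5 mM cAMP.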
Nrf2 ARE act: activators of Nrf2 (ARE) signaling. AREc32 ARE-luciferase reporter (MCF7-derived line), luminescence, 24 h. Potency, µM (titrated, usually from 46.1 µM), for the others: at the top dose activation, usual class: activators. actives 0.31% (n = 410,000). AID 624171; note: potency is the fitted concentration of half-maximal effect; % of control where 0% means no effect; nearly all actives have a fitted effect of over 65% in size
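AREc32 cells carrying an ARE-driven firefly luciferase reporter were seeded at 1000 cells/well in OPTI-MEM with 5% FBS, then exposed to compound for 24 hr at 37 deg C. Luminescence was read with Steady-Glo after 30 min at RT.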
TGFb SMAD3 inh: inhibitors of TGF-b signaling; HepG2 CAGA-GFP TGF-b/SMAD3 reporter, GFP fluorescence, 18 h; TGF-beta stimulated, 500 pg/mL final; Potency, µM (doses to about 46.1 µM), for the others: at the highest dose activity, negative = inhibition, actives largely listed as inhibitors; actives 1.2% (n = 410,000); AID 588855; note: potency is the fitted concentration of half-maximal effect; % is set by controls: 0 for no effect and ±100 for the full control effect; nearly all actives have a fitted effect of over 65% in size
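HEPG2 CAGA-GFP cells (1000/well, DMEM with 1% FBS) were pre-incubated 2 h at 37 degrees C, given compound by pin tool, then stimulated with TGF-beta at 500 pg/mL final for 18 h before per-cell GFP fluorescence imaging.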
IL-2 act: IL-2 activation. IL-2 activation reporter assay, cell-based qHTS; stimulated with anti-CD3/CD4/CD28 beads; in transgenic mouse T cells. activation, % (series mostly up to about 46 µM). actives 0.065% (n = 360,000). AID 652025; in the data active = activation above about 50%; inconclusive = mostly about 30% to 49%; note: 0% is about no effect
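Readout: EGFP and DsRed signals by fluorescent plate cytometry. Unstimulated transgenic mouse T cells received compound 60 min before antibody-bead stimulation, then incubated 18 h at 37 degrees C.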
S2 tox: viability counter-screen for ATXN expression inhibitors. actives 0.49% (n = 400,000). S2 cells (HEK-293 line with an ATXN2-luciferase reporter) viability, CellTiter-Fluor protease fluorescence, 24 h. Potency, µM (titrated, usually from 56.7 µM), most hits filed as cytotoxic. AID 651635; note: potency is the fitted concentration of half-maximal effect; nearly all actives have a fitted effect of over 40% in size
A549 viability: counter-screen for Nrf2 inhibitors: cytotoxicity in A549 cells | A549 ARE-Fluc cells, CellTiter-Fluor viability, 18-24 h | Potency, µM (top dose mostly 46 µM), without a hit: at the highest dose activity change, negative = cytotoxicity, most hits filed as inhibitors | actives 0.16% (n = 390,000) | AID 504648; note: potency is the fitted concentration of half-maximal effect; % is set by controls: 0 for no effect and ±100 for the full control effect
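Cytotoxicity counterscreen: CellTiter-Fluor fluorescence was measured in A549 ARE_Fluc cells after 18-24 h of compound exposure in a concentration series. The subsequent BugLite luminescent read reports ARE-luciferase activity.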
Starred values were filed as active, the others as inactive; i = inactive; ? = inconclusive; · = no result given; & = joins results of further samples; [ ] = dose if it differs, or a comment. Unless noted, calls come from the whole dose curve; as a rule, active = well fitted curve in the direction sought with a large enough effect; inconclusive = small, poorly fitted or top-dose-only effect, or another doubt; inactive = no such curve, though single readings can be large; an effect the other way counts as inactive or inconclusive. Rows are unselected; about 4.3% have a hit in one of these screens.

The line under a structure holds: Nrf2 ARE act | ATXN2 expr inh | HepG2 viability | A549 viability | TGFb SMAD3 inh | S2 tox | Nrf2 inh | EPAC2 agonist | IL-2 act
> Nc1ncnc2c1ccn2[C@H]1CN(Cc2ccc3c(c2)OCO3)C[C@@H](COC(=O)c2ccccc2)O1
  0.7% | 12% | -2% | · | 12% | i | · | 6% | 0.1
> Fc1ccc2nc(Nc3ccccc3)sc2c1
  ? | 54%[activator] | -18% | -11% | -2% | ? | ? | 11% | -0.2
> Cc1cc(/C([O-])=C(/C(=S)Nc2ccc(F)cc2)[n+]2ccccc2)c(C)n1Cc1ccccc1Cl
  4.5% | · | -16% | -2% | -25% | i | 8% | 2% | 1.4
> COc1cc(C(=O)NCC2CCCO2)ccc1OCc1ccc(Cl)cc1Cl (stereo not given)
  0.3% | -18% | -14% | 1% | 1% | i | ? | 15% | -1.0
> CCC(C)NCCCCOc1ccc(Cl)cc1C (stereo not given)
  0.5% | -15% | -33% | 0% | -8% | i | 17% | -4% | 0.4
> CCCN(CC(=O)Nc1cc(Cl)ccc1Cl)C(=O)/C=C/c1cc(OC)ccc1OC
  4.1% | -24% | -9% | -3% | -16% | i | ? | 11% | -1.0
> NC(=S)N/N=C/c1cn(-c2ccccc2)nc1-c1cccnc1
  3.9% | -9% | -47% | -2% | ? | i | -12% | -2% | -4.9
> COc1ccccc1OS(=O)(=O)c1ccc(NC(C)=O)cc1
  0.4% | -9% | 7% | 2% | 3% | i | -12% | 11% | -2.6
> CCOC(=O)N1CCN([N+]([O-])=NOc2cc(O/N=[N+](\[O-])N(C)C)c([N+](=O)[O-])cc2[N+](=O)[O-])CC1
  · | · | -42% | ? | -22% | · | -2% | · | ·
> CC(NS(=O)(=O)c1ccccc1)C(=O)NCCc1ccccn1 (stereo not given)
  0.0% | -16% | 0% | 3% | 6% | i | -2% | 12% | -0.3
> O=C(/C=C/c1ccc(F)cc1)OCC(=O)c1ccc[nH]1
  2.5% | 4% | 17% | 5% | -1% | i | ? | 6% | 0.4
> Cc1cc(C)c(NC(=O)C2CC3CCC2C3)c(C)c1 (stereo not given)
  1.7% | · | -29% | -2% | 0% | i | -4% | 7% | 0.0
> CC(C)(C)C(=O)Nc1ccc(C(=O)CSc2nnc(C3CC3)n2C2CC2)cc1
  -0.3% | 12% | 8% | 4% | 7% | i | 9% | -1% | -0.4
> O=C(NNS(=O)(=O)c1ccccc1)c1ccc([N+](=O)[O-])cc1
  0.0% | -8% | 6% | 8% | -3% | i | 15% | 5% | -0.2
> CCCCn1c(N)c(N(CCOC)C(=O)CSc2nc3ccc(C)cc3[nH]2)c(=O)[nH]c1=O
  -0.4% | -4% | -1% | -4% | 0% | i | -2% | 0% | 1.2
> COc1cccc(OCCNCc2ccccc2)c1
  0.1% | 3% | -22% | 4% | -9% | i | 7% | -1% | -0.3
> O=C(ON=C1CCN(S(=O)(=O)c2ccccc2)CC1)c1ccccc1
  -0.7% | 13% | 2% | 4% | 46%[activator] | i | 15% | 7% | -1.3
> CC(CC(=O)O)CC1=NS(=O)(=O)c2ccccc2N1 (stereo not given)
  0.1% | 5% | -5% | -28% | 5% | i | -10% | -1% | -2.1
> Cc1nn(Cc2ccc(C(=O)N3CCN(C(=O)c4ccco4)CC3)o2)c(C)c1[N+](=O)[O-]
  0.1% | 9% | -27% | -6% | -6% | i | -23% | -12% | -3.1
> COc1ccc(C(=O)NCCc2nnc(SCC(=O)Nc3ccccc3)n2C)cc1
  0.1% | 13% | -21% | 21% | 22% | i | · | 11% | -0.1
> OC(c1ccc(-c2ccccc2)cc1)c1ncc(-c2ccccc2)[nH]1 (stereo not given)
  0.0%[9.22 µM] | -21% | -16% | · | 7% | i | · | 4% | 0.7
> O=C(c1cccc(NC2=NC3CS(=O)(=O)CC3S2)c1)N1CCN(c2ncccn2)CC1 (stereo not given)
  -0.4% | 1% | 2% | -2% | -1% | i | 5% | 5% | -1.8
> CCCCN(CC)CCCNC(=O)c1ccc(CS(=O)(=O)c2ccccc2C)o1
  1.7% | -2% | 2% | -2% | 71%[activator] | i | 12% | -8% | -0.5
> O=C(NCc1ccco1)C1CC(=O)N(c2cccc(Cl)c2)C1 (stereo not given)
  4.8% | 4% | 1% | -2% | 3% | i | 6% | 8% | -2.0
> C=CCOc1ccccc1CN1CCC(Oc2ccc(C(=O)N3CCCCC3)cc2)CC1
  0.0% | 0% | -14% | ? | 4% | i | 11% | 2% | -4.6
> CCOC(=O)C1=C(C)N(C)C(=S)NC1c1ccccc1Cl (stereo not given)
  -0.7% | -4% | -18% | -6% | -13% | i | -17% | 3% | 0.2
> COc1ccc(/C(N)=N/OC(=O)c2ccco2)cc1
  14% | 68%[activator][11.3 µM] | -29% | 1% | 0% | i | ? | 13% | 1.8
> CC(C)NCc1nnc(-c2ccccc2Cl)o1
  1.3% | · | -18% | 25% | 2% | i | 14% | 12% | -2.6
> CCCc1cc(=O)oc2cc(C)c3c(C)coc3c12
  0.3% | -20% | -2% | -6% | -3% | i | 2% | 0% | -0.9
> CCN1CCN(C(=S)Nc2cccc(Cl)c2)CC1
  -0.4% | · | -6% | 6% | -13% | i | -7% | 2% | -0.4
> CCOc1ccc(/C=N/NC(=O)C(=O)N2CCCCCC2)c2ccccc12
  -0.1% | ? | -56% | -6% | 7.9µM* | ? | -18% | 7% | -3.4
> Cc1ccc(CNC(=O)CCNS(=O)(=O)c2cccc3nsnc23)cc1
  -0.1%&0.1% | 7%&9% | 0%&-6% | -4%&-1% | -2%&5% | i | 5% | -2% | 0.6
> CCN(CC)S(=O)(=O)c1cccc(-c2nnc(SCCOc3ccccc3C)o2)c1
  0.1% | -30% | -20% | -19% | -16% | i | ? | 13% | -1.9
> CCOc1ccc(NC(=O)CSc2nnc(COc3c(C)cccc3C)o2)cc1
  0.0% | -7% | -1% | -15% | -22% | i | -3% | 2% | -4.3
> COc1cc(O)c(C(C)=O)cc1OC
  0.2% | 6% | 8% | -9% | 13% | i | -2% | -3% | -0.8
> COC(=O)c1c(-n2cnnn2)sc(C)c1C
  -0.3% | -3% | -3% | 14% | -10% | i | -21% | 8% | 0.7
> CCS(=O)(=O)N1Cc2ccccc2CC1C(=O)Nc1nnc(SCc2ccc(F)cc2)s1 (stereo not given)
  0.3% | 0% | -18% | -2% | ? | i | -28% | 0% | 0.8
> C/C(=N/NC(=O)c1ccoc1C)c1cccc(NC(=O)C2CC2)c1
  4.1% | 9% | 9% | 4% | 7% | ? | 7% | 0% | -3.2
> Cc1ccc(C)n1-c1sc2c(c1C#N)CCC(C)C2 (stereo not given)
  4.2% | 6% | -18% | -1% | -2% | ? | -11% | 6% | -0.8
> CCOC(=O)c1c(NC(=O)CCS(=O)(=O)c2ccccc2)sc2c1CC(C)(C)NC2(C)C
  ? | 0% | 0% | 5% | ? | i | 23% | 3% | -0.9
> COC(=O)c1ccc(NC(=O)C(C)N2Cc3ccccc3C2=O)cc1 (stereo not given)
  1.0% | · | -9% | 0% | 3% | · | -1% | · | ·
> O=C(CC1(O)C(=O)N(CCc2ccccc2)c2ccccc21)c1ccco1 (stereo not given)
  0.8% | 2% | -3% | 10% | -7% | i | 3% | 4% | -0.3
> Cc1cccc2cc(CN(CC3CCCO3)C(=O)c3cnccn3)c(=O)[nH]c12 (stereo not given)
  0.1% | -8% | 2% | -4% | -4% | i | 3% | 11% | -3.1
> O=C(O)Cn1c(-c2ccccc2)cc2ccccc21
  0.3% | 15% | -34% | -4% | -7% | ? | -18% | 9% | -0.1
> CCOC(=O)c1c(C)oc2c1cc(NS(=O)(=O)c1ccc(C)cc1)c1ccccc12
  3.2% | 2% | -15% | 0% | 0% | i | 5% | · | ·
> O=C1/C(=C\c2ccco2)SC(=S)N1C1CCS(=O)(=O)C1 (stereo not given)
  ? | ? | -38% | -17% | ? | ? | -5% | 18% | -5.1
> CCSc1nsc(SCC)c1C(N)=O
  0.4% | 4% | 6% | -11% | -10% | i | 8% | -6% | -2.4
> COC(=O)[C@@H](Cc1c[nH]c2ccccc12)NC(=O)CCC(=O)c1ccc(Br)cc1
  0.0% | 3% | -60% | -14% | ? | i | -3% | 6% | -4.5
> O=C(NNC(=O)c1ccccc1-c1ccccc1C(=O)O)c1cccc([N+](=O)[O-])c1
  -1.1% | -17% | 2% | 0% | 3% | i | -27% | 3% | -1.8
> COc1ccccc1C(=O)NNC(=O)c1csc(N2CCOCC2)n1
  8.8% | 14% | -29% | 2% | -4% | i | 5% | 4% | 0.8
> CC(C)c1ccccc1
  -1.2% | 2% | 1% | -1% | -1% | i | 0% | 1% | -0.1
> CC1CCCC(C)N1C(=O)COC(=O)c1cccs1 (stereo not given)
  3.4% | 5% | 1% | -2% | -6% | i | 8% | 11% | -0.2

Two entries from above, tab-delimited:
molecule	Nrf2 ARE act	ATXN2 expr inh	HepG2 viability	A549 viability	TGFb SMAD3 inh	S2 tox	Nrf2 inh	EPAC2 agonist	IL-2 act
O=C(NNC(=O)c1ccccc1-c1ccccc1C(=O)O)c1cccc([N+](=O)[O-])c1	-1.1%	-17%	2%	0%	3%	i	-27%	3%	-1.8
COc1ccccc1C(=O)NNC(=O)c1csc(N2CCOCC2)n1	8.8%	14%	-29%	2%	-4%	i	5%	4%	0.8
